Vif-A3G inh: inhibitors of Vif-APOBEC3G interaction. HeLa A3G-eYFP + Vif (tagged APOBEC3G with the HIV-1 protein that degrades it), YFP fluorescence, overnight. Potency, µM (highest dose often 46.1 µM), for inactives: top-dose activity, negative = active, most hits filed as inhibitors. Q9HC16. actives 0.076% (n = 410,000);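 further: potency means the concentration at half of the fitted maximal effect; on the % scale 0 is the no-effect control and ±100 the full control effect; nearly all actives have a fitted effect of over 60% in size; hits raise eYFP signal because A3G escapes Vif-driven loss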
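HeLa cells stably expressing Vif and C-terminally eYFP-tagged A3G, seeded overnight at 37 deg C, then exposed to compound by pintool overnight at 37 deg C. Rise in yellow fluorescence (Ex 488/Em 500-530, Acumen) marks blocked Vif-driven A3G degradation.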
GRP78 ERSR act: inducers of ER stress response in human glioma cells | actives 0.02% (n = 420,000) | AID 602332 | U87-MG GRP78 promoter luciferase reporter, 16 h | Potency, µM, inactives show at the highest dose activation, usual class: activators; further: potency means the concentration at half of the fitted maximal effect; series mostly up to about 76 µM; % of control where 0% means no effect; nearly all actives have a fitted effect of over 35% in size
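Stably transfected U87-MG human glioma cells carrying a GRP78-based luminescent sensor were seeded at 1000 cells/well, pin-dosed with compounds and incubated 16 h. Luciferase reagent was then added, and end-point luminescence was read after 10 min at room temperature.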
IDH1 R132H inh: blocks human mutant IDH1 R132H enzyme; O75874; IDH1-R132H enzyme, NADPH consumption, diaphorase/resazurin fluorescence; Potency, µM (titrated, usually from 76.6 µM), for inactives: at the top dose activity change, negative = inhibition, hits mostly inhibitors; actives 0.093% (n = 390,000); AID 602179; further: potency means the concentration at half of the fitted maximal effect; on the % scale 0 is the no-effect control and ±100 the full control effect; nearly all actives have a fitted effect of over 65% in size
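IDH1-R132H (0.5 ug/mL) preincubated 30 min with compound, then NADPH (0.016 mM) and alpha-KG (2 mM) added; 80 min at RT, pH 7.5. Remaining NADPH coupled via diaphorase/resazurin to fluorescence (540/590 nm); concentration-response curves normalized to no-enzyme control.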
TrxR1 inh: inhibitors of rat thioredoxin reductase 1 | O89049 | recombinant rTrxR1, NADPH fluorescence consumption, selenite substrate | Potency, µM (highest dose often 114 µM), for inactives: top-dose activity change, negative = inhibition, usual class: inhibitors | actives 1% (n = 390,000) | AID 588453; further: potency means the concentration at half of the fitted maximal effect; on the % scale 0 is the no-effect control and ±100 the full control effect; nearly all actives have a fitted effect of over 65% in size
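Rat TrxR1 (90 nM in the dispensed reagent) was pre-reduced with 400 uM NADPH for 5 min at room temperature, then incubated with compound for 15 min. After 400 uM selenite was added, NADPH fluorescence (Ex 340/Em 450 nm) was followed for 8 min.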
USP1-UAF1 inh: inhibitors of human USP1/UAF1 deubiquitinase; Potency, µM (top dose mostly 57.1 µM), for the others: at the highest dose activity change, negative = inhibition, usual class: inhibitors; recombinant USP1/UAF1, Ub-Rhodamine cleavage fluorescence; actives 0.23% (n = 390,000); further: potency means the concentration at half of the fitted maximal effect; on the % scale 0 is the no-effect control and ±100 the full control effect; nearly all actives have a fitted effect of over 60% in size; inactives centre near -12
Target sequence (O94782 whole entry, looked up): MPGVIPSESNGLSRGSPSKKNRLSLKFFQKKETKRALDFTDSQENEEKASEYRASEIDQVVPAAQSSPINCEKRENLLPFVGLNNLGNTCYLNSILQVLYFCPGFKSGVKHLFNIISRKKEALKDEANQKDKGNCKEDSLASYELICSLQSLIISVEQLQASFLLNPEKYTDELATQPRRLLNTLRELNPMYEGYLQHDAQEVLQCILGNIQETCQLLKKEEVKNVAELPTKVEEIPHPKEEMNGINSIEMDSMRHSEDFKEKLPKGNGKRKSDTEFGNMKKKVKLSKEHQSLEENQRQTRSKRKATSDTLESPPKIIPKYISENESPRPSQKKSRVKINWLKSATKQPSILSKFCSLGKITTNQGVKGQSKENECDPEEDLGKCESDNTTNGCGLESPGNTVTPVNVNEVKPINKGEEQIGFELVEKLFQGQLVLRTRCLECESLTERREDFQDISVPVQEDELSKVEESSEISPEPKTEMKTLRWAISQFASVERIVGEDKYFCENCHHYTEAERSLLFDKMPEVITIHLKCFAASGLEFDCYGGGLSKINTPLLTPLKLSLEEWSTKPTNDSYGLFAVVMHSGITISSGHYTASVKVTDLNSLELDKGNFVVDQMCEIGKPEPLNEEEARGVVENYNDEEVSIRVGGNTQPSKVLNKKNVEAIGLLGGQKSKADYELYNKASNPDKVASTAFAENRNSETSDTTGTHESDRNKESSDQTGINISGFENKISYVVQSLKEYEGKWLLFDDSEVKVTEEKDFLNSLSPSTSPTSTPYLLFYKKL
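USP1/UAF1 complex (1 nM) preincubated 15 min at room temperature with compound, then Ub-Rho substrate (150 nM final) added. Kinetic fluorescence at 480/540 nm over 6 reads at 60 s intervals; 50 mM HEPES pH 7.8, 0.5 mM EDTA, 0.1 mg/ml BSA, 1 mM TCEP, 0.01% Tween-20.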
TrxR1 substrate: rat thioredoxin reductase 1 substrate activity. purified TrxR1 substrate turnover, NADPH consumption readout. actives 0.01% (n = 390,000). Potency, µM (highest dose often 114 µM), without a hit: at the top dose activity change, negative = substrate turnover; further: potency means the concentration at half of the fitted maximal effect; on the % scale 0 is the no-effect control and ±100 the full control effect; nearly all actives have a fitted effect of over 50% in size
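Rat TrxR1, dispensed at 90 nM, was prereduced with 400 uM NADPH (final) for 5 min at ~22 deg C, then incubated with compound 15 min before 400 uM selenite. A first-read NADPH fluorescence drop versus no-compound background flagged substrates.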
RGS4 inhibitor: blocks human RGS4-accelerated GTP hydrolysis; actives 0.039% (n = 390,000); P49798; Potency, µM (titrated, usually from 114 µM), inactives show top-dose activity change, negative = inhibition, most hits filed as inhibitors; AID 504845; Transcreener GDP fluorescence polarization, RGS4-accelerated GTP hydrolysis; further: potency means the concentration at half of the fitted maximal effect; on the % scale 0 is the no-effect control and ±100 the full control effect; nearly all actives have a fitted effect of over 75% in size; some results filed as inactive show a strong effect at the top dose
Target sequence (P49798 whole entry, looked up): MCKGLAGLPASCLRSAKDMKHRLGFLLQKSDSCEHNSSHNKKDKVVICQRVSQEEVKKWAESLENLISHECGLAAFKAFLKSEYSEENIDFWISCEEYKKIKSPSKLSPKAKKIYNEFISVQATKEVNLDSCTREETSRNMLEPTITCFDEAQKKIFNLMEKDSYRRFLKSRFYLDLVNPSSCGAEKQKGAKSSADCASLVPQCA
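MLSMR compounds (23 nl, pin-transferred) preincubated 10 min at room temperature with a 500nM (2x) first reagent, then RGS4 at 900nM (2x) plus Transcreener GDP mix added; fluorescence polarization (620/688 nm) read before and after 90 min at 30 °C.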
LDHA block: LDHA (human) enzyme inhibition; P00338; activity change, % (values are at about 110 or 230 µM); actives 0.15% (n = 480,000); purified LDHA, NADH/diaphorase-resazurin fluorescence; hits give low values; in the data active means activity change below about -30%; inconclusive means mostly about -25% to -30%;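 further: plate controls were DMSO wells for no effect and wells without enzyme for full effect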
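LDH5 2 nM; NADH 0.06 mM, pyruvate 0.2 mM; 200 mM Tris pH 7.4, EDTA, Tween-20; 5 min RT. Detection: diaphorase 0.133 mg/mL + resazurin 37 µM, fluorescence ex540/em590 at 0 and 20 min; normalized to enzyme-free and DMSO wells.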
Vif-A3F inh: blocks the Vif interaction with APOBEC3F; HeLa A3F-eYFP + Vif (tagged APOBEC3F with the HIV-1 protein that degrades it), YFP fluorescence increase; Potency, µM (series often up to 46.1 µM), for the others: at the top dose activity, negative = active; actives 0.2% (n = 390,000); AID 602313; further: potency means the concentration at half of the fitted maximal effect; % of control where 0% means no effect; nearly all actives have a fitted effect of over 65% in size
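HeLa cells stably expressing A3F-eYFP plus Vif, plated and incubated overnight at 37 deg C, then exposed to compounds overnight at 37 deg C. Blocked degradation read as raised yellow fluorescence (Ex 488/Em 500-530).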
The depositor's hits bear a star; ? = inconclusive; . = no result given; & = joins results of further samples; [ ] = dose if it differs, or a comment. Unless noted, the call rests on the fitted dose curve; in most records, active means well fitted curve in the direction sought with a large enough effect; inconclusive means small, poorly fitted or top-dose-only effect, or another doubt; inactive means no such curve, though single readings can be large; an effect the other way counts as inactive or inconclusive.

SMILES | Vif-A3G inh | GRP78 ERSR act | IDH1 R132H inh | TrxR1 inh | USP1-UAF1 inh | TrxR1 substrate | RGS4 inhibitor | LDHA block | Vif-A3F inh
O=C(CSc1nnc(C2CC2)n1-c1ccccc1)NC1CCS(=O)(=O)C1 (stereo unspecified) | 1% | -6% | -5% | 15% | -12% | 1% | 32% | -11 | 8%
Cc1ccc(S(=O)(=O)N/N=C\c2cn(CC(N)=O)c3ccccc23)cc1C | -8% | 1% | 17% | 1% | -19% | -3% | -44% | -3 | -13%
COc1ccc(C(C#N)N2N=C(C)CC2c2ccccc2)cc1OC (stereo unspecified) | 0% | 2% | -7% | ? | -11% | -5% | -8% | 0 | 2%
CCC(C)NC(=O)c1ccccc1-c1ccccc1C(=O)NC(C)CC (stereo unspecified) | 1% | -5% | -1% | 12%[57.1 µM] | -19% | 6%[57.1 µM] | -25% | -2 | 2%
Cn1nc(C(=O)NC2CCCc3ccccc32)ccc1=O (stereo unspecified) | 1% | 2% | 9% | 5% | -19% | 4% | -6% | -1 | 10%
CCC(CO)Oc1cc(NC(=O)c2ccc(N)cc2)c2ncn(C(C)C)c2c1 (stereo unspecified) | -5% | -4% | 16% | -4%[57.1 µM] | -36% | -10%[57.1 µM] | -12% | 14 | -2%
COc1ccc(/C=C2\SC(=O)N(CCNC(=O)C3=COCCO3)C2=O)cc1 | ? | 0% | 9% | -2% | -18% | -5% | -19% | -1 | 2%
CCn1c(SCC(=O)N2CCc3ccccc32)nnc1-c1ccncc1 | 2% | -6% | 10% | 12% | -15% | 3% | 18% | -39* | 3%
COCc1c(C(=O)Nc2ccc3nc(N4CCOCC4)sc3c2)oc2ccccc12 | -4% | -5% | 9% | -4% | -8% | 4% | 3% | -2 | -15%
c1ccc(-c2noc(CN3CCN(C(c4ccccc4)c4ccccc4)CC3)n2)cc1 | -1% | -2% | 2% | 32%[57.1 µM] | -16% | -3% | -9% | 5 | -7%
C=CCOC(/C=C/c1ccccc1)C[Si](C)(C)C (stereo unspecified) | -3% | 1% | . | ? | . | 14%[57.1 µM] | -18% | . | .
CC(=O)N1CCN(S(=O)(=O)c2ccc(F)c(Cl)c2)CC1 | 4% | -4% | 9% | 19%[57.1 µM] | -6% | 7%[57.1 µM] | -20% | -8 | 5%
O=C(CSc1nc2sc3c(c2c(=O)[nH]1)CCCC3)NCCO | 3% | -4% | 7% | 10% | ? | 9% | -6% | -6 | -4%
O=C(NCc1ccco1)/C(=C/c1ccc(Cl)cc1)NC(=O)c1ccco1 | 0% | -3% | -1% | 15% | -22% | 4% | -6% | -7 | 11%
Cc1cccc(NC(=O)CCSc2ccccc2)c1C | -2% | -1% | 13% | 24% | 5% | -3% | 21% | -7 | 0%
Cn1c(SCC(=O)Nc2ccc(Cl)cc2)nc(O)cc1=O | 0% | -3% | -3% | 24%[11.4 µM] | -3% | 7%[11.4 µM] | -14% | -4&-14 | ?
COC(=O)[C@@H]1Cc2c([nH]c3ccccc23)C(C)N1C(=O)c1ccccc1 (stereo partly specified) | -24% | -7% | 0% | 11% | -19% | 1% | -28% | -1 | -13%
Cn1cc(CNC(=O)c2cc(COc3ccc4c(c3)CCCC4)on2)cn1 | -1% | 0% | 1% | 8% | -18% | -1% | 10% | -6 | 4%
CC12CN(NC(=O)c3ccc(Cl)cc3)C3(C#N)CC1CCC23C (stereo unspecified) | -2% | -1% | 9% | 9%[57.1 µM] | ? | -8% | -6% | -11 | 7%
O=C(Nc1cccc(Cl)c1)N1CCN(C/C=C/c2ccccc2)CC1 | 0% | -1% | 0% | 6% | -24% | 2% | -23% | 0 | -3%
C=CCCn1c(Cl)c(C#N)sc1=O | -1% | -2% | . | ? | . | 11% | -17% | . | .
COc1ccc(CCNC(=O)c2ccc(Cl)c(S(=O)(=O)N3CCCCCC3)c2)cc1 | 2% | -3% | 5% | 25% | -26% | 3% | -12% | 1 | 3%
COc1cc(C2c3cc4c(cc3OC(N3CCCCC3)C2C)OCO4)cc(OC)c1O (stereo unspecified) | ? | -7% | 3% | 3%[57.1 µM] | -10% | 9%[57.1 µM] | 14% | 12 | 2%
OCCC1CN(Cc2cccc(-n3cccn3)c2)CCN1Cc1ccccc1 (stereo unspecified) | -2% | 1% | 2% | 18%[57.1 µM] | -17% | -1%[57.1 µM] | -17% | -2 | -8%
O=C(C[n+]1ccc(/C=C/c2c[nH]c3ccccc23)c2ccccc21)c1ccccc1 | -28% | 2% | . | -9% | . | 3% | . | . | .
Cc1ccc(C(=O)COC(=O)CCC(=O)Nc2cccc(Cl)c2)cc1[N+](=O)[O-] | 0% | -3% | 5% | 12%[57.1 µM] | -7% | -5%[57.1 µM] | -12% | -4 | -1%
Cc1ccc(-c2nc3ccccn3c2Nc2ccccc2C)s1 | -17% | 0% | -15% | 40% | -31% | 39%[activator] | 3% | 0 | -4%
CCOC(=O)CN1C(=O)C(O)(c2c(C)[nH]c3ccccc23)c2ccccc21 (stereo unspecified) | 0% | -9% | 2% | -2% | -12% | -1% | -5% | -3 | 2%
Cn1cc(C(=O)c2ccc(Cl)cc2Cl)cc1C(=O)N/N=C(\N)COc1ccc(F)cc1 | 0% | -9% | -3% | -1% | 4% | -10% | -2% | -3 | -2%
Cc1ccccc1C(=O)/C(C#N)=N/Nc1c(C)n(C)n(-c2ccccc2)c1=O | 2% | -6% | -1% | ? | -4% | -19% | -5% | -4 | 0%
CCCCN1C(=S)SC(C)(C)C1/[N+]([O-])=C/c1cccnc1 (stereo unspecified) | 0% | -3% | 7% | ? | -5% | -20% | -40% | -11 | -3%
Cc1ccc(N/C=C2\C(=O)C3(C)CCC2C3(C)C)cc1C (stereo unspecified) | -8% | 0% | 3% | -7%[57.1 µM] | -15% | 5%[57.1 µM] | ? | 0 | 0%
COc1ccc(-n2ncc(Cl)c(Cl)c2=O)cc1 | -18% | -13% | 1% | ? | -23% | 3%[57.1 µM] | -14% | -3 | 5%
CCc1nnc(NC(=O)C2CCCN(C(=O)c3ccoc3)C2)s1 (stereo unspecified) | 0% | -1% | . | 14% | . | 6% | 9% | -5 | .
CN(CC(=O)Nc1ccc(F)c(F)c1F)C(=O)CC1CCCCC1 | -1% | 3% | -3% | 0% | -1% | -5% | 24% | -11 | 4%
Cc1oc(-c2cccc(Cl)c2)nc1CS(=O)(=O)CC(=O)NC1CCCC1 | 0% | -5% | 0% | ? | -19% | 12% | 22%[11.4 µM] | -1 | 5%
C[C@H](CO)N1C[C@H](C)[C@@H](CN(C)S(=O)(=O)c2ccc(F)cc2)Oc2c(NS(=O)(=O)c3ccc(F)cc3)cccc2C1=O | 4% | 0% | 0% | 5% | -9% | -3% | 1% | -9 | 5%
Cc1cccnc1NC(=O)c1cccc(S(=O)(=O)N2CCN(c3ccccc3)CC2)c1 | 0% | -2% | -3% | -3% | -2% | -7% | 10% | -3 | -21%
CS(=O)(=O)N1CCc2cc(C(=O)Nc3cccc(F)c3)ccc21 | 0% | 0% | 3% | 10% | -14% | -6% | 23% | -7 | -3%
OCCCn1c(-c2ccc(F)cc2)csc1=Nc1ccc(F)cc1 | 4% | -2% | 4% | -5% | -1% | -11% | -2% | -3 | -1%
Cc1nc(N)ncc1CCC1OCCO1 | -5% | -6% | -1% | . | -19% | . | . | 1 | -2%
CC(=O)Nc1cc(C(=O)OCC(=O)c2ccccc2)ccc1C | -1% | -10% | 0% | -21% | 1% | -8% | 10% | -2 | -14%
O=C(NC(=S)Nc1ccc(S(=O)(=O)N2CCOCC2)cc1)c1ccccc1[N+](=O)[O-] | 0% | -3% | -8% | 18%[57.1 µM] | -2% | 2% | -5% | -7 | -5%
CC1CCCCC1NC(=O)CSc1nnc(COc2ccc(Cl)cc2)o1 (stereo unspecified) | 0% | -4% | 2% | 19% | -7% | 5% | -8% | -6 | 1%
CC(=O)Nc1ccc(S(=O)(=O)Nc2nc(CN3CCOCC3)nc3sc4c(c23)CCCC4)cc1 | 1% | 2% | 6% | ? | -18% | 2% | -12% | -6 | -5%
CCOc1ccc(NS(=O)(=O)c2ccc(NS(=O)(=O)c3cccs3)cc2)cc1 | -6% | -2% | -2% | 3% | -2% | -5% | 2% | -12 | 7%
CCCOc1ncnc2c1[nH]c1ccccc12 | -13% | -1% | 10% | 17% | 2% | 54%[activator] | 11% | -8 | 1%

Exported with values under each structure: part of the list above.
Every second line gives: Vif-A3G inh | GRP78 ERSR act | IDH1 R132H inh | TrxR1 inh | USP1-UAF1 inh | TrxR1 substrate | RGS4 inhibitor | LDHA block | Vif-A3F inh
- CCOc1ccc(NS(=O)(=O)c2ccc(NS(=O)(=O)c3cccs3)cc2)cc1
  -6% | -2% | -2% | 3% | -2% | -5% | 2% | -12 | 7%
- CCCOc1ncnc2c1[nH]c1ccccc12
  -13% | -1% | 10% | 17% | 2% | 54%[activator] | 11% | -8 | 1%

From PubChem

A portion of the library, so the mix of outcomes need not match the whole.
